B2AR arrestin ag = ADRB2 beta-arrestin recruitment. HTLA Tango cells, beta-arrestin recruitment, luciferase luminescence, 18 h. P07550. Potency, µM (doses to about 46.1 µM), without a hit: at the top dose activation, most hits filed as activators. AID 1347077. 44,000 tested, under 10 active;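 further: potency means the concentration at half of the fitted maximal effect; 0% = DMSO and full agonism = EC100 isoproterenol or metaproterenol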
Target sequence (P07550 whole entry, looked up): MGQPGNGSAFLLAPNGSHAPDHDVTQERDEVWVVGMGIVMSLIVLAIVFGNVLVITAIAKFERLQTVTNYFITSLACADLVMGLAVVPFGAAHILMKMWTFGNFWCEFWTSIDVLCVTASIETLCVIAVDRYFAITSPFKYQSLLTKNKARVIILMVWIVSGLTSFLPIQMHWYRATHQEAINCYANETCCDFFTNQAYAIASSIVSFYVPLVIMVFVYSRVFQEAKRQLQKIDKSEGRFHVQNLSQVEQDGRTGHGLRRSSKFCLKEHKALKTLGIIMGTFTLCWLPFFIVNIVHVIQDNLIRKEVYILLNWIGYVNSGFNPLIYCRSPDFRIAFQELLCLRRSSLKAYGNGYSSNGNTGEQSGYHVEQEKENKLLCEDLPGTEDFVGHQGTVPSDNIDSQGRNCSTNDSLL
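Luminescence read-out: arrestin recruitment to recombinant beta2-AR releases tTA, inducing luciferase. Cells exposed 18 hr at 37 degrees C to up to 46 microM compound; %Activity from corrected signal, concentration-response curves classified by r2, magnitude and efficacy.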
FH mod = Identification of activators of human fumarate hydratase by quantitative high-throughput screening | Fumarate hydratase, mitochondrial (Homo sapiens), P07954 | Potency, µM (top dose mostly 79.9 µM), inactives show top-dose activity change, negative = inhibition, most hits filed as inhibitors | FH coupled MDH/diaphorase resazurin fluorescence, 15 min | 54,000 compounds, 0.22% hits | AID 1347055, 2019; further: potency means the concentration at half of the fitted maximal effect; on the % scale 0 is the no-effect control and ±100 the full control effect; the screen sought activators but most active calls are inhibition curves; nearly all actives have a fitted effect of over 45% in size
Target sequence (P07954 whole entry, looked up): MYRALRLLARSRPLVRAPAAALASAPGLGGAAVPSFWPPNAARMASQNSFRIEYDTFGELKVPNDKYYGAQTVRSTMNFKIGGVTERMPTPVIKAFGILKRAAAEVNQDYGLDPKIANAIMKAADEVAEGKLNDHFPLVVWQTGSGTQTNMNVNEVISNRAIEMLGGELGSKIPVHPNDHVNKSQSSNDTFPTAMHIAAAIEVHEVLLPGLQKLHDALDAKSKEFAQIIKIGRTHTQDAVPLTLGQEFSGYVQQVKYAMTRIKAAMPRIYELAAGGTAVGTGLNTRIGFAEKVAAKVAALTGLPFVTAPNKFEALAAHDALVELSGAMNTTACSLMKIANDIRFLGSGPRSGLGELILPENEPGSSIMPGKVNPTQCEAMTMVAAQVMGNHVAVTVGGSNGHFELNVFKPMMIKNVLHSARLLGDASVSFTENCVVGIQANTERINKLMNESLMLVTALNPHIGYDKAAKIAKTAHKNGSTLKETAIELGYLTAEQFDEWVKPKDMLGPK
p53null 32C kill = kills p53 null cells at the permissive temperature; 55,000 compounds, 0.62% hits; H1299-neo p53 null cells, ATP luminescence, 24 h, 32C; Potency, µM (highest dose often 46.1 µM), without a hit: top-dose activity change, negative = cytotoxicity, actives largely listed as cytotoxic;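 further: potency means the concentration at half of the fitted maximal effect; 0% = DMSO only and -100% = full killing by 100 µM tamoxifen; nearly all actives have a fitted effect of over 55% in size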
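Luminescent ATP readout gave cell viability of p53-null H1299-neo cells after a 24 h compound exposure at the permissive 32C. Titrations ran up to 46 uM, and AC50s were fitted with the standard Hill equation.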
NTMT1 inhibitor = NTMT1 methyltransferase inhibition | NTMT1 MTase-Glo SAH luminescence, purified enzyme | Potency, µM (series often up to 114 µM), inactives show at the highest dose activity change, negative = inhibition, usual class: inhibitors | 59,000 compounds, 2.5% hits | AID 1645870;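 further: potency means the concentration at half of the fitted maximal effect; plate controls were DMSO vehicle for no effect and no enzyme for full effect; nearly all actives have a fitted effect of over 65% in size; many of its hits are not listed in these tables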
TSG101-PTAP inh = TSG101-PTAP interaction inhibition, HIV-1 budding | Fluorescence polarization, FITC-PTAP peptide/Tsg101, 20 min | Potency, µM (top dose mostly 115 µM), for the others: at the highest dose activity change, negative = inhibition, hits mostly inhibitors | 44,000 tested, under 10 active | AID 1347069; further: potency means the concentration at half of the fitted maximal effect; 0% is about no effect
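Fluorescence polarization binding of Tsg101 binding domain (10 uM final) to FITC-labeled PTAP-motif peptide (50 nM final) in HEPES pH 7.5/NaCl/Tween 20/EDTA/TCEP buffer; 20 min at r.t. Actives by curve class, <25 µM, efficacy <60% inhibition.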
GALK inh = inhibitors of human galactokinase (GALK); P51570; recombinant GALK, Kinase-Glo ATP luminescence, 1 h; Potency, µM (highest dose often 57.5 µM), inactives show top-dose activity, negative = inhibition, hits mostly inhibitors; 44,000 tested, under 10 active; AID 1347072;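 further: plate controls were full GALK reaction for no effect and reaction lacking GALK for full effect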
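Compounds were pinned into ATP buffer, then GALK-galactose mix was added (final 5 nM enzyme, 35 uM ATP, 100 uM galactose, pH 8.0). After 1 h at room temperature, Kinase-Glo Plus was added and luminescence read.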
p53null 39C kill = kills p53 null cells at the nonpermissive temperature; H1299 p53-null (neo) cells, 39C, ATPlite viability, 24 h; Potency, µM (doses to about 46.1 µM), without a hit: at the highest dose activity, negative = cell killing, most hits filed as cytotoxic; 55,000 compounds, 0.97% hits;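 further: potency means the concentration at half of the fitted maximal effect; 0% = DMSO only and -100% = full killing by 100 µM tamoxifen; nearly all actives have a fitted effect of over 50% in size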
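ATP-luminescence viability readout (ATPlite, 20 min RT) after 24 hr compound treatment at 39C of H1299-neo or H1299-p53A138V cells; titration up to 46 uM; normalized to DMSO and 100 uM tamoxifen; Hill-fit AC50.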
An asterisk follows results filed as active; ? = inconclusive; · = not tested or not shown; [ ] = dose if it differs, or a comment. The call rests on the fitted dose curve; in most records, active means well fitted curve in the direction sought with a large enough effect; inconclusive means small, poorly fitted or top-dose-only effect, or another doubt; inactive means no such curve, though single readings can be large; an effect the other way counts as inactive or inconclusive. These rows are one share of the data (hit frequency here may not be typical).

SMILES | B2AR arrestin ag | FH mod | p53null 32C kill | NTMT1 inhibitor | TSG101-PTAP inh | GALK inh | p53null 39C kill
COc1ccccc1CNC(=O)C1CCN(S(=O)(=O)c2cn(C)cn2)CC1 | -1% | 3% | -2% | 4% | -2% | 0% | 14%
COc1ccc(CNC(=O)C2CCN(S(=O)(=O)c3c(C)noc3/C=C/c3cccs3)CC2)cc1 | 0% | -14% | -4% | 1% | 2% | 0% | -9%
CCOc1ccc(N2CC(NC(=O)C3CCCC3)CC2=O)cc1 (stereo not drawn) | -3% | 3% | -2% | 10% | 2% | 1% | 16%
Cc1ccc(-c2ccc(=O)n(Cc3ccc(F)cc3)n2)cc1 | -1% | -11% | -4% | -5% | 0% | ? | -14%
COc1ccc(C2=Nn3c(nc4sc(C(=O)Nc5cccc(C)c5)c(C)c4c3=O)SC2)cc1 | -3% | -18% | 3% | 13% | 0% | 3% | -1%
CCCc1cc(N2CCN(c3cccc(C)c3C)CC2)n2cnnc2n1 | -1% | -15% | 2% | -10% | -12% | 1% | 2%
CCc1ccc(CN(Cc2cn[nH]c2-c2ccc(OC)cc2)C(=O)Nc2ccc(C)c(F)c2)cc1 | -3% | ? | -5% | 0% | -5% | 2% | 1%
O=C1C(=O)N(C2CCN(C(=O)c3ccccc3Cl)CC2)CCN1Cc1ccc(F)cc1 | -1% | · | 1% | · | -6% | -1% | -11%
Cc1ccc2nc(-c3cccnc3)c(Nc3ccccc3C)n2c1 | 6% | -3% | -2% | 0% | 1% | 2% | -20%
Cc1ccc(Cn2c(CNC(=O)c3ccccc3Br)nc3cccnc32)cc1 | 0% | 13% | ? | 10% | 3% | 2% | 13%
COc1ccc(CNC(=O)CSCc2cnn(-c3ccccc3)c2-n2cccc2)cc1OC | -3% | -7% | 20% | 5% | 0% | 1% | 11%
CCOC(=O)c1c(C)oc2nc(C)nc(NCC3CCN(Cc4ccccc4C)CC3)c12 | 1% | ? | 8% | 0% | -1% | 5% | -18%
CCOC(=O)c1ccc(NC(=O)c2c(NCc3ccc(OC)c(OC)c3OC)sc3c2CCC(C)C3)cc1 (stereo not drawn) | 3% | -12% | ? | -19% | 0% | 2% | 13%
COc1ccccc1C(=O)Nc1nc2nc(-c3ccccc3)cc(=O)n2[nH]1 | -1% | -15% | -9% | 24% | -3% | ? | -21%
Cc1oc(-c2cccc(Cl)c2)nc1CN1CCCC(C(=O)N2CCN(c3ccc(F)cc3)CC2)C1 (stereo not drawn) | 0% | -21% | 3% | -13% | -2% | 1% | ?
Cc1ccc(C)c(N2C(=O)N(Cc3cc(=O)n4ccccc4n3)c3ccccc3S2(=O)=O)c1 | -1% | -18% | -1% | ? | -14% | -2% | 7%
O=C(CCCCCn1c(=O)[nH]c2ccccc2c1=O)NCc1ccccc1 | -3% | 1% | 7% | -2% | 0% | 2% | -13%
Cn1c(=O)[nH]c(=O)c2c1nc1n2CCN1c1ccccc1 | 0% | -1% | -6%[9.22 µM] | 4% | -8% | 1% | -12%
Cc1cc2ccccc2n1CCNC(=O)c1ccc(Br)cc1 | -2% | -12% | 3% | -5% | -12% | -6% | ?
O=C(Nc1cccc(-c2nc3ccccc3o2)c1)C(F)(F)F | 1% | ? | ? | 7% | 16% | 0% | -23%
O=C(NCCc1ccccc1)c1ccc2nc(CCc3ccccc3)oc2c1 | 1% | -16% | 3% | 7% | -2% | -4% | 2%
Cc1sc2ncn(CC(=O)Nc3ccc(F)cc3Cl)c(=O)c2c1S(=O)(=O)N1CCN(c2ncccn2)CC1 | -2% | -4% | 0% | 20% | -1% | 5% | -30%
CC(C)(C)C1CCc2nc(NC(=O)COc3ccccc3[N+](=O)[O-])sc2C1 (stereo not drawn) | 0% | -13% | 3% | 20% | -4% | 0% | 4%
Cc1cccc(NC(=O)c2sc3ncnc(N(C)C4CCCCC4)c3c2C)c1C | 1% | -10% | 7% | -3% | -2% | -1% | 17%
Cc1ccc(S(=O)(=O)CCC(=O)N2CCN(c3nc4c(C)c(Cl)ccc4s3)CC2)cc1 | -4% | -7% | -4% | 9% | -6% | -2% | 21%
Continued:
SMILES | B2AR arrestin ag | FH mod | p53null 32C kill | NTMT1 inhibitor | TSG101-PTAP inh | GALK inh | p53null 39C kill
COc1cccc(N2CCN(C(=O)c3cnc4c(C)cccn4c3=O)CC2)c1 | -3% | -20% | -7% | -25% | 2% | 3% | -5%
COc1ccc(CNCCC(c2ccccc2)c2ccc3c(c2)OCO3)cc1 (stereo not drawn) | 1% | -22% | -3% | ? | -4% | -1% | ?
COc1cccc(NC(=O)CSc2nccn2C2CCCC2)c1 | 0% | 1% | -11% | -4% | -6% | -1% | 7%
Cc1ccc(C)c(S(=O)(=O)c2cn(Cc3ccccc3)c3cc(N4CCCC4)c(F)cc3c2=O)c1 | 1% | -11% | 19% | 20% | -2% | 3% | -7%
CCCSc1nnc2[nH]c(=O)cc(C)n12 | -3% | -15% | -2% | -1% | -1% | 0% | -13%
O=C(COc1ccccc1[N+](=O)[O-])N(Cc1ccco1)c1ccccn1 | -3% | 14% | -16% | 7% | -3% | 6% | -23%
CC(C)Cn1c(=O)c2ccccc2n2c(CCC(=O)NCc3ccccc3Cl)nnc12 | 1% | -4% | -2% | 9% | -7% | 1% | 9%
Cc1ccc(NC(=O)c2oc3ccccc3c2NC(=O)c2ccccc2C)cc1 | 1% | -19% | -16% | 8% | 2% | -11% | -6%
Cc1ccccc1NC(=O)c1ccc(N(Cc2ccccc2)S(C)(=O)=O)cc1 | 1% | -12% | 9% | 1% | 1% | 1% | 4%
CCOC(=O)c1ccc(N2CCN(c3cccc(Cl)c3)CC2)c(NC(=O)Nc2ccc(Cl)cc2)c1 | -1% | · | 19% | · | -4% | 4% | 8%
COc1ccc(CCNC(=O)c2cc3c(=O)oc4ccc(C)cc4c3s2)cc1OC | 0% | -5% | -5% | ? | -8% | -1% | 11%
Cc1ccc2oc(-c3ccc(C)c(NC(=O)c4ccc(-c5ccccc5[N+](=O)[O-])o4)c3)nc2c1 | 1% | -5% | -1% | 15% | -1% | 6% | -20%
COC(=O)c1ccccc1NC(=O)CCn1nc(C)c2c(C)n(-c3ccccc3)nc2c1=O | 0% | -3% | 1% | -3% | -4% | 1% | 10%
CC1CCN(S(=O)(=O)c2ccc3c(c2)c(=O)c(C(=O)NCCc2ccccc2)cn3C)CC1 | 0% | ? | 0% | -19% | -3% | 9% | 4%
CC1=C(c2ccc(C)cc2)S(=O)(=O)NC1=NCc1ccccc1Cl | -1% | 2% | -8% | -3% | 0% | -1% | -26%
Cc1ccc(-c2onc(C)c2C)cc1S(=O)(=O)Nc1cccc(Cl)c1C | 0% | ? | 40%[activator] | -4% | -10% | 3% | 42%[activator]
Cc1nnc(N2CCCC(C(=O)Nc3cc(F)ccc3F)C2)c2nn(-c3ccccc3)c(C)c12 (stereo not drawn) | -1% | ? | ? | 0% | -5% | -2% | ?
COc1ccc(NS(=O)(=O)c2c(C)nc3scc(C)n3c2=O)cc1 | -2% | -6% | -5% | 19% | -1% | -8% | -13%
CCOC(=O)c1c(-c2ccc(C)cc2)csc1NC(=O)c1cc(=O)c2cc(Cl)ccc2o1 | 0% | -9% | -11% | 0% | 0% | 3% | 14%
CCOC(=O)N1CCN(Cc2nc3cc(NC(=O)c4cccc(C)c4)ccc3n2C(C)C)CC1 | -4% | -3% | -29% | 10% | 1% | 1% | ?
C=Cc1ccc(CSc2nnc(C)n3c2cc2occc23)cc1 | 1% | -14% | -9% | ? | 1% | 0% | ?
O=C(COc1ccc(Br)cc1)Nc1ccc(C(=O)OC2CCCCC2)cc1 | -1% | 7% | 6% | -17% | 3% | ? | -4%
CCc1nn2c(=O)cc(COC(=O)c3ccccc3NC(=O)C3CCCCC3)nc2s1 | 0% | -7% | -8% | 7% | -2% | -1% | -3%
CCCCn1c(=N)c(S(=O)(=O)c2ccc(Cl)cc2)cc2c(=O)n3cccc(C)c3nc21 | 1% | -6% | -1% | 4% | -5% | 3% | 30%[activator]
COc1ccc(Cn2ccn(Cc3cccc(C)c3)c(=O)c2=O)cc1 | 0% | -7% | 5% | 3% | 2% | 2% | -20%
Cc1ccccc1NC(=O)c1sc2nc3n(c(=O)c2c1C)CCC3 | 0% | -13% | 2% | ? | 0% | 1% | -1%
COC(=O)c1ccc(NC(=O)CN2CCCN(Cc3ccc(Cl)cc3)S2(=O)=O)cc1 | 0% | -24% | 4% | 3% | -6% | -1% | -4%
COC(=O)Cn1c(=O)c2cccn2c2ccc(F)cc21 | -3% | -1% | 2% | -2% | 0% | -2% | 9%
CCn1c2c(c(=O)n3ncc(C(=O)Nc4ccc(OC(F)(F)F)cc4)c13)CN(Cc1ccc(OC)cc1)CC2 | -1% | ? | -1% | ? | 0% | -1% | 8%

In a second layout: entries from further up
structure	B2AR arrestin ag	FH mod	p53null 32C kill	NTMT1 inhibitor	TSG101-PTAP inh	GALK inh	p53null 39C kill
CCOC(=O)N1CCN(Cc2nc3cc(NC(=O)c4cccc(C)c4)ccc3n2C(C)C)CC1	-4%	-3%	-29%	10%	1%	1%	?
C=Cc1ccc(CSc2nnc(C)n3c2cc2occc23)cc1	1%	-14%	-9%	?	1%	0%	?
O=C(COc1ccc(Br)cc1)Nc1ccc(C(=O)OC2CCCCC2)cc1	-1%	7%	6%	-17%	3%	?	-4%
CCc1nn2c(=O)cc(COC(=O)c3ccccc3NC(=O)C3CCCCC3)nc2s1	0%	-7%	-8%	7%	-2%	-1%	-3%
CCCCn1c(=N)c(S(=O)(=O)c2ccc(Cl)cc2)cc2c(=O)n3cccc(C)c3nc21	1%	-6%	-1%	4%	-5%	3%	30%[activator]
COc1ccc(Cn2ccn(Cc3cccc(C)c3)c(=O)c2=O)cc1	0%	-7%	5%	3%	2%	2%	-20%
Cc1ccccc1NC(=O)c1sc2nc3n(c(=O)c2c1C)CCC3	0%	-13%	2%	?	0%	1%	-1%
COC(=O)c1ccc(NC(=O)CN2CCCN(Cc3ccc(Cl)cc3)S2(=O)=O)cc1	0%	-24%	4%	3%	-6%	-1%	-4%
COC(=O)Cn1c(=O)c2cccn2c2ccc(F)cc21	-3%	-1%	2%	-2%	0%	-2%	9%
CCn1c2c(c(=O)n3ncc(C(=O)Nc4ccc(OC(F)(F)F)cc4)c13)CN(Cc1ccc(OC)cc1)CC2	-1%	?	-1%	?	0%	-1%	8%

High-throughput results: PubChem, National Center for Advancing Translational Sciences (NCATS)
